Source: PubChem BioAssay
OX1R antagonist – blocks the human orexin 1 receptor | CHO/OX1R cells, Fluo-8 calcium fluorescence, orexin A | inhibition, % at 5 µM | 330,000 compounds, 0.43% hits | AID 434989;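 active = inhibition above its plate's threshold, mean inhibition of all tested compounds on the plate plus 3 SD, cut at about 37% in these data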;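 note: 0% = orexin A challenge wells and 100% = SB-334867-A antagonist wells; not every result past the cut was called active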
Target sequence (O43613 whole entry, looked up): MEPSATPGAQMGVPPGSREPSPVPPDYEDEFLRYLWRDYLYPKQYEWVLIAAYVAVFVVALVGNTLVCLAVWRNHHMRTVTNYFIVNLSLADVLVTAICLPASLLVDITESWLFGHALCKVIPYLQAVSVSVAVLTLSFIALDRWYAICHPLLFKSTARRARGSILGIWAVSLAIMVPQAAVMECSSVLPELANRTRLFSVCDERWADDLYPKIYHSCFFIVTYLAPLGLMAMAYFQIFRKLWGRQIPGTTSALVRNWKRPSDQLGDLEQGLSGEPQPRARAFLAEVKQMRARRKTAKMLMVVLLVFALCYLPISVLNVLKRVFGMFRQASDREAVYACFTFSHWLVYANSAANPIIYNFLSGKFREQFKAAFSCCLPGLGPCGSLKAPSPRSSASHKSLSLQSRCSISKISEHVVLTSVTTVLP
CHT allo act – human CHT allosteric activation | Q9GZV3 | CHT-expressing cells, membrane potential dye, choline EC20; stronger effect = higher value; LV-AA mutant CHT in HEK293 cells | B-score at 10 µM | 310,000 compounds, 0.49% hits | AID 488977;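 active = initial fluorescence not abnormally high and integrated response B-score, plate-corrected, over 3 SD above library mean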
Target sequence (Q9GZV3 whole entry, looked up): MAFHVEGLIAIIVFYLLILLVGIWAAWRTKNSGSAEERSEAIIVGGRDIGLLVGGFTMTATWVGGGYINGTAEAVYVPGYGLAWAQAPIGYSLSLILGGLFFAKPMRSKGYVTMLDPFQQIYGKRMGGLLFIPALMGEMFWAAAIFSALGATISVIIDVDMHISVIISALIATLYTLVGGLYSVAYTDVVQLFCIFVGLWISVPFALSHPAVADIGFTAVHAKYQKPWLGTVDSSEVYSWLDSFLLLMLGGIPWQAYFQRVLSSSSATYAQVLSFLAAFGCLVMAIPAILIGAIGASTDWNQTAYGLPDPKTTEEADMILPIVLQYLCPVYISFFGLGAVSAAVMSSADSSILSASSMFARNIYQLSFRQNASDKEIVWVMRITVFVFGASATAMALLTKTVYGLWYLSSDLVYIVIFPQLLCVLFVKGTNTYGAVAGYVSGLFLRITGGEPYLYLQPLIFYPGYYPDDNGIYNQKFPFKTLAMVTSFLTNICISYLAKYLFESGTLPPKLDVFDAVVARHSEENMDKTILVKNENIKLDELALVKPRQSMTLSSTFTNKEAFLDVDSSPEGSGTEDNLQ
* hit, by the source's call; i = inactive; . = not tested or not shown.

SMILES | OX1R antagonist | CHT allo act
N/C(=N\OC(=O)C12CC3CC(CC(C3)C1)C2)c1ccccn1 | -24 | i
Cc1cnc(NC(=O)c2cccs2)s1 | -2 | i
O=C(O)CC(Cc1ccc(Cl)cc1)C(=O)NCc1ccccc1 (stereo not given) | -11 | i
COc1ccc(NC(=O)c2sc3nc(N4CCOCC4)c4c(c3c2N)CC(C)(C)OC4)cc1 | -20 | i
Cc1ccc(NC(=O)c2ccc(COc3ccccc3)o2)nc1 | -24 | i
C=CCNC(=S)N1CCc2c([nH]c3ccccc23)C1C (stereo not given) | 4 | i
CC12C=CC3(CN(Cc4ccccc4)C(=O)C3C1C(=O)NC1CC1)O2 (stereo not given) | -7 | i
NNC(=O)CNC(c1ccccc1)c1cc(Br)ccc1NC(=O)c1ccccc1Br (stereo not given) | -42 | i
O=P(c1cccs1)(c1cccs1)c1cccs1 | -7 | i
Cc1ccc(C(=O)C(C)OC(=O)CCN2C(=O)C3C4C=CC(C5CC45)C3C2=O)cc1 (stereo not given) | -24 | i
COc1cc(C(=O)OCC(=O)NC2CCS(=O)(=O)C2)ccc1OCc1c(C)noc1C (stereo not given) | -1 | i
COCCNC(=O)c1ccc(CN2CCc3ccccc3C2)cc1 | 9 | i
O=C(CSc1cccs1)Nc1ccc2ccccc2c1 | 6 | i
Cc1cc(S(=O)(=O)N(Cc2ccccc2F)C2CC2)ccc1-n1cnnn1 | -3 | i
O=S(=O)(CC(CN1CCOCC1)N1CCOCC1)c1ccccc1 (stereo not given) | -13 | i
CCS(=O)(=O)c1nc(S(=O)(=O)c2ccc(C)cc2)c(N2CCC(C)CC2)s1 | 4 | i
COc1ccccc1NS(=O)(=O)c1cccc(C(=O)N/N=C(\C)c2ccc(-n3ccnc3)cc2)c1 | -13 | i
Cc1ccc2oc(=O)c3cc(C(=O)NCc4ccco4)sc3c2c1 | -15 | i
CSCCC(C(=O)OC1CCOC1=O)N1C(=O)c2ccccc2C1=O (stereo not given) | 3 | i
CC1=NN(c2nc(-c3ccc(C#N)cc3)cs2)C(=O)C1 | -20 | i
CCC(=O)c1ccc(O)c(CC=C(C)C)c1 | -15 | i
Cc1cccc2sc(NNC(=O)c3ccc(S(=O)(=O)N4CCc5ccccc5C4)cc3)nc12 | -30 | i
CCC1CCc2c(n(C)c3ccccc3c2=O)O1 (stereo not given) | -14 | i
Cc1ccc2[nH]c(C(=O)N3CCN(C(c4ccccc4)c4ccccc4)CC3)cc2c1 | -19 | i
Cc1ccc(NS(=O)(=O)c2ccc(C(=O)OCC(=O)N3CCCCC3)cc2)cc1 | 6 | .

An excerpt of these results, as a markdown table:
| SMILES | OX1R antagonist | CHT allo act |
| --- | --- | --- |
| O=S(=O)(CC(CN1CCOCC1)N1CCOCC1)c1ccccc1 (stereo not given) | -13 | i |
| Cc1cccc2sc(NNC(=O)c3ccc(S(=O)(=O)N4CCc5ccccc5C4)cc3)nc12 | -30 | i |
| N/C(=N\OC(=O)C12CC3CC(CC(C3)C1)C2)c1ccccn1 | -24 | i |
| C=CCNC(=S)N1CCc2c([nH]c3ccccc23)C1C (stereo not given) | 4 | i |

The main list resumes, starting six compounds before the break.
SMILES | OX1R antagonist | CHT allo act
CC1=NN(c2nc(-c3ccc(C#N)cc3)cs2)C(=O)C1 | -20 | i
CCC(=O)c1ccc(O)c(CC=C(C)C)c1 | -15 | i
Cc1cccc2sc(NNC(=O)c3ccc(S(=O)(=O)N4CCc5ccccc5C4)cc3)nc12 | -30 | i
CCC1CCc2c(n(C)c3ccccc3c2=O)O1 (stereo not given) | -14 | i
Cc1ccc2[nH]c(C(=O)N3CCN(C(c4ccccc4)c4ccccc4)CC3)cc2c1 | -19 | i
Cc1ccc(NS(=O)(=O)c2ccc(C(=O)OCC(=O)N3CCCCC3)cc2)cc1 | 6 | .
COc1cc(NC(=O)c2cnc(NCc3ccccc3)nc2C)cc(OC)c1OC | -11 | i
COc1ccccc1CN1CCCC(N2CCN(c3ccc(F)cc3)CC2)C1 (stereo not given) | -20 | i
O=C(CC1C(=O)NCCN1Cc1ccc(Cl)c(F)c1)NCC1CCOCC1 (stereo not given) | -2 | i
CCCCOc1ccc(C(=O)NCC(=O)OC2CCOC2=O)cc1 (stereo not given) | -2 | i
CC(C)C(O)(C(=O)NNc1ccccc1)C(C)C | -19 | i
O=[N+]([O-])c1cccc2c1ccc1ncccc12 | -23 | i
O=C(CCCn1c(=O)[nH]c2cc(Cl)ccc2c1=O)NCC1CCCO1 (stereo not given) | -17 | i
COc1ccc(Nc2nccc3c2nnn3C)cc1 | -11 | i
Cc1ccc(NS(=O)(=O)c2cc(C(=O)N3CCCC3)ccc2C)cc1C | -29 | i
COc1cc(/C=C2/C(=O)CNC2=O)ccc1O | -12 | i
CCOC(=O)c1sc(N)c(C#N)c1CSc1nc2ccc(OCC)cc2[nH]1 | -21 | i
COc1ccc(OC)c(CC(=O)NC(c2ccccc2)c2ccccc2)c1 | -28 | i
O=C(COC(=O)c1ccc(=O)n(Cc2ccccc2)n1)Nc1ccc2c(c1)OCCO2 | -17 | i
O=C(c1cc2c(=O)oc3ccccc3c2s1)N1CCOCC1 | -14 | i
CCn1nnc(C(=O)O)c1C(=O)O | -2 | i
CSc1nc2cc(F)c(F)cc2n1C | -3 | i
CCOC(=O)Cc1csc(NC(NC(=O)CC)(C(F)(F)F)C(F)(F)F)n1 | 1 | i
CCn1c(SCC(=O)NC2CC2)nnc1-c1cccs1 | 20 | .
CCOC(=O)c1ccccc1CN1C(=O)c2ccccc2S1(=O)=O | -19 | i
COC(=O)CN(n1cnnc1)S(=O)(=O)c1ccccc1 | 0 | i
O=C(Cn1nc(-c2ccco2)ccc1=O)Nc1ccc(Br)cc1 | 6 | i
C/C(=N/NC(=O)CNC(=O)c1ccccn1)c1ccc([N+](=O)[O-])cc1 | -28 | i
CCc1ccc(C(=O)CCC(=O)Nc2ccc(OC)c(S(=O)(=O)N3CCCCC3)c2)cc1 | -6 | .
C=CCSc1nnc(CNC(=O)c2ccc(Cl)cc2)n1CC | -21 | i
CCOCCc1nnc(NC(=O)CS(=O)(=O)Cc2ccccc2)s1 | -6 | i
Next records
SMILES | OX1R antagonist | CHT allo act
Cc1ccc(NC(=S)NC2CCCC2)cc1C | -7 | i
COCCCn1c(=NC(=O)c2ccccc2)c(C#N)cc2c(=O)n3cccc(C)c3nc21 | 2 | i
O=C(/C(N=Nc1cccc(C(F)(F)F)c1)=C(/O)c1cccs1)C(F)(F)F | -25 | i
CCN(CC)c1ncnc2sc(C(=O)N3CCN(c4ccc(OC)cc4)CC3)c(C)c12 | -19 | i
c1ccc(Nc2ncnc3sccc23)cc1 | -7 | i
O=c1cc(CO)oc(CN2CCN(c3ccccc3)CC2)c1O | -9 | i
COC(=O)c1[nH]c2ccc(C)cc2c1NC(=O)C(C)N1CCN(C2CCCCC2)CC1 (stereo not given) | -29 | i
Cc1cccc(CNc2ccc(C(CC(N)=O)NC(=O)Cc3cccc4ccccc34)cc2[N+](=O)[O-])c1 (stereo not given) | -24 | i
Cc1ccc(-c2nnc(-n3nnc4ccccc43)c3ccccc23)cc1 | -21 | i
C=CC[C@H](CC(=O)N(CCO)Cc1ccccc1)C(=O)N[C@H](COC(=O)[C@@H](CC=C)Cc1ccc(F)cc1)Cc1c[nH]c2ccccc12 | 19 | .
CCOC(=O)N1CCN(c2c(N3CCN(c4ccccc4F)CC3)c(=O)c2=O)CC1 | 4 | i
N#CCC(=O)Nc1ccc(C(=O)OCC(=O)Nc2cccc(C(F)(F)F)c2)cc1 | -5 | i
CCOC(=O)C1=C(C)Nc2nc3ccccc3n2C1c1cccs1 (stereo not given) | -38 | i
O=C(O)C1CCCCC1C(=O)NCc1ccccc1 (stereo not given) | -8 | i
O=C1NC[C@H](c2ccccc2)N(CC2CCCCC2)C1=O | -10 | i
O=C1CSC(c2ccccc2)N1c1cccnc1 (stereo not given) | 0 | i
C[C@@H]1C=CC(=O)O[C@@H]1c1ccc(C(F)(F)F)cc1 | -3 | i
O=C(COC(=O)c1cccc(S(=O)(=O)N2CCc3ccccc32)c1)Nc1ncc(C(F)(F)F)cc1Cl | -16 | i
Cc1cc(SCC(=O)NC2(C#N)CCCCC2)nc2c(C)cccc12 | -30 | i
COc1ccccc1N1CC(C(=O)OC(C)C(=O)N2CCCc3ccccc32)CC1=O (stereo not given) | -49 | i
C[C@@H]1C(=O)N(c2ccccc2)[C@@H]1c1ccncc1 | -15 | .
Cn1cc(C(=O)C(=O)N2CCN(c3ccccc3)CC2)c2ccccc21 | -33 | i
Cc1ccc(C2(C)NC(=O)N(CC(=O)N3CCN(C(=O)c4cccs4)CC3)C2=O)cc1 (stereo not given) | -2 | .
O=C1Nc2ccccc2C(O)(C(=O)NCc2ccc3c(c2)OCO3)N1c1ccccc1 (stereo not given) | -21 | i
CN(C)S(=O)(=O)c1cc(NC(=O)CN2CCCc3ccccc32)ccc1Cl | -13 | i
(continued)
SMILES | OX1R antagonist | CHT allo act
CN(CC(=O)NCc1ccco1)S(=O)(=O)c1ccc2c(c1)c(=O)n(C)c(=O)n2C | -9 | i
Cc1cc(/C=N\NC(=O)COc2cccc3cccnc23)c(C)n1-c1ccc(Br)cc1 | -34 | i
COCCNC(=O)c1c[nH]n2c(=O)cc(C3CCN(C(=O)OC(C)(C)C)CC3)nc12 | -15 | i
C=CCn1c(SCC(=O)N2CCc3ccccc3C2)nnc1-c1ccncc1 | -8 | i
C/C(=N\NC(=O)c1ccccc1O)C1C(=O)c2ccccc2C1=O | -21 | i
O=C(NC1(C(F)(F)F)OCCO1)c1ccc(F)cc1 | -11 | i
CCCS(=O)(=O)NCCc1cc2c(OC)ccc(OC)c2[nH]c1=O | -3 | i
CC1CCN(S(=O)(=O)c2ccc3c(c2)c(=O)c(C(=O)NCc2ccccc2Cl)cn3C)CC1 | -18 | i
Cc1ccc(CNC(=O)CCNS(=O)(=O)c2cccs2)cc1 | -67 | i
CCCCOc1ccc(C(C)NC(=O)C2CCCN(S(=O)(=O)CCC)C2)cc1 (stereo not given) | -18 | i
COC(=O)C1C(=O)C(C(=O)/C=C/c2ccccc2)C(=O)CC1(C)C (stereo not given) | -20 | i
CCC(=O)Nc1ccccc1N1CCN(S(C)(=O)=O)CC1 | -18 | i
Cc1cccc(C(=O)NC(=S)Nc2ccc(Cc3ccncc3)cc2)c1 | 24 | i
Cc1cc(O)cc(O[C@H]2OC(CO)[C@H](O)[C@@H](O)[C@H]2O)c1 (stereo not given in full) | -7 | i
CN(CC(=O)Nc1ccc(N2CCOCC2)cc1)C(=O)CCNC(=O)c1ccc(Br)cc1 | -16 | i
CCc1ccccc1NC(=O)c1ccc(NS(C)(=O)=O)cc1 | -3 | i
COC(=O)N/N=C/c1cn(Cc2ccccc2Cl)c2ccccc12 | -18 | i
Cc1cc2c(c(N)n1)c(=O)oc1ccccc12 | -8 | i
O=C(NCc1cccnc1)C(=O)N/N=C/c1ccc([N+](=O)[O-])cc1 | -29 | i
Oc1c(Br)cc(/C=N/Nc2nncc3ccccc23)cc1Br | -22 | i
Cc1c(NC(=S)NC(=O)c2ccco2)c(=O)n(-c2ccccc2)n1C | -7 | i
CCOC(=O)C1=C(N)n2c(s/c(=C\c3cccnc3)c2=O)=C(C(=O)OC)C1c1cccnc1 (stereo not given) | -19 | i
CCOC(=O)c1[nH]cnc1C(=O)Nc1cccc(N)n1 | -23 | i
CCOC(=O)C1=C(COC(=O)CNS(=O)(=O)c2ccc(C)cc2)NC(=O)NC1C (stereo not given) | -17 | i
CCOC(=O)C1CCN(C(=O)c2sc3nc(C)nc(N4CCC(C)CC4)c3c2C)CC1 | -30 | i
(next part)
SMILES | OX1R antagonist | CHT allo act
CC(C)C[C@H](NC(=O)c1[nH]cnc1C(=O)N[C@@H](Cc1ccccc1)C(=O)OC(C)(C)C)C(=O)OCc1ccccc1 | -28 | i
CCCCN(C(=O)c1ccc([N+](=O)[O-])s1)c1c(N)n(CCCC)c(=O)[nH]c1=O | -21 | i
COCC(=O)Nc1cccc(-c2ccc3nncn3n2)c1 | 0 | i
COc1cccc(NC(=O)N2CCCC2C(=O)NC23CC4CC(CC(C4)C2)C3)c1 (stereo not given) | -3 | i
O=C(/C=C/Nc1ccc(F)cc1Br)c1ccccc1 | -26 | i
O=C(Cc1cccs1)N1CCC(c2nc3c(nnn3Cc3ccccc3Cl)c(=O)[nH]2)CC1 | -43 | i
O=C(NN1C(=O)C2C3C=CC(C3)C2C1=O)c1cccc(Cl)c1 (stereo not given) | -15 | i
O=C1CC(c2ccccc2)CC(=NCCO)/C1=C(\O)CCCN1C(=O)c2ccccc2C1=O (stereo not given) | -30 | i
CCN(C(=O)COC(=O)c1cccnc1Nc1ccccc1F)C1CCS(=O)(=O)C1 (stereo not given) | -25 | i
O=C(COC(=O)c1cccnc1Cl)NC(=O)NC1CCCCC1 | -8 | .
COc1ccc(S(=O)(=O)Nc2nc3ccccc3nc2NCC2CCCO2)cc1 (stereo not given) | -32 | i
O=C1NC(CCc2ccccc2)C(=O)N1Cc1ccccc1Cl (stereo not given) | -2 | i
O=C(NNC(=O)C1CC1)c1cc2cc3ccccc3nc2s1 | -17 | i
